Tn7 DDE FP – inhibitors of Tn7 peptide binding to fibrin DD(E), primary screen, biochemical, fluorescence polarization, human fibrin, Tn7 probe; AID 720508, 2013; Fibrinogen beta chain (Homo sapiens), P02675; 370,000 compounds, 0.13% hits; FP displacement of FITC-Tn7 peptide from fibrin DD(E); 0% = median of compound wells per plate; inhibition, % at 8.3 µM;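 active = inhibition above the mean of compounds falling within the control limits plus 3 SD of them, cut at about 14% in these data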;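 note: 0% = plate median of compound wells and 100% = 10 µM Aha-Tn7 peptide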
Target sequence (P02675 whole entry, looked up): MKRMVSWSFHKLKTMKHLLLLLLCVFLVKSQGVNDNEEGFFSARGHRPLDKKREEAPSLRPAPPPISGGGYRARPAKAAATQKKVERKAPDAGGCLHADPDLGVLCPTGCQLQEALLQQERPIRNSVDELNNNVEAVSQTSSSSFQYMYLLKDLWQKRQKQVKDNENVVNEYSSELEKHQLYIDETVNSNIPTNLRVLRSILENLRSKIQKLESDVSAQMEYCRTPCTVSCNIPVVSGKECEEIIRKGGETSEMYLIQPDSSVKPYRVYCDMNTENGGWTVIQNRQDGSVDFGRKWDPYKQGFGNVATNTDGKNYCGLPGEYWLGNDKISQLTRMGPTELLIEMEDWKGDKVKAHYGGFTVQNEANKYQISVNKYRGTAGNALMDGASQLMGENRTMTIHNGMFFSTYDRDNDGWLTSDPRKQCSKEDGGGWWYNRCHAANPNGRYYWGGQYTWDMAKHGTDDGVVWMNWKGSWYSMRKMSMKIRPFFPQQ
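assay system = human clot-derived fibrin DD(E) complex | quantity = Fibrin-DD(E) at 2 µM final | timing = 10 min preincubation, 3 h with tracer, room temperature | signal = fluorescence polarization | measure = percent inhibition | benchmarks = high control wells with 10 µM unlabelled Aha-Tn7 peptide (full inhibition) | replicates = singlicate testing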
Tn6 DDE FP – inhibitors of Tn6 peptide binding to fibrin DD(E), primary screen, biochemical, fluorescence polarization, human fibrin, Tn6 probe; AID 720509, 2013; Fibrinogen beta chain (Homo sapiens), P02675; inhibition, % at 8.3 µM; Fibrin DD(E) TRITC-Tn6 fluorescence polarization displacement; 370,000 compounds, 0.21% hits;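 active = inhibition above a per-campaign cutoff: mean of compounds within control limits plus 3 SD, cut at about 15% in these data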;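 note: 0% = median of all compound wells on the plate and 100% = blocking peptide control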
KLK7 zymogen act – proKLK7 zymogen activators, primary screen, biochemical, fluorescence intensity; purified proKLK7, EDANS-DABCYL substrate fluorescence; 100% is mature enzyme control, 0% vehicle; activation, % at 7 µM; 370,000 compounds, 0.9% hits;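 active = activation above the mean of all tested compounds plus 3 SD, computed per campaign excluding outliers beyond control limits, cut at about 13% in these data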
PLCb3 inh – human PLC-beta3 inhibitors, primary screen, biochemical, fluorescence. 1-phosphatidylinositol 4,5-bisphosphate phosphodiesterase beta-3 (Homo sapiens), Q01970. Purified PLC-beta3, fluorogenic substrate. 370,000 compounds, 0.18% hits. inhibition, % at 12.2 µM; in the data active = inhibition above about 11%;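 note: 0% = median of compound wells on plate and 100% = full blocker control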
ARFGAP1 inh – inhibitors of rat ARFGAP1 GAP activity, primary screen, biochemical, fluorescence polarization, GDP tracer; Arfgap1-stimulated ARF1 GTP hydrolysis, GDP FP detection; inhibition, % at 16.5 µM; ADP-ribosylation factor GTPase-activating protein 1 (Rattus norvegicus), Q62848; AID 651572, 2012; 360,000 compounds, 0.26% hits;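 active = inhibition above a per-plate limit, mean inhibition of low control wells plus 3 SD, cut at about 25% in these data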;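 note: 0% = DMSO wells with enzyme and 100% = wells lacking Arfgap1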
Target sequence (Q62848 1-136 limits assumed): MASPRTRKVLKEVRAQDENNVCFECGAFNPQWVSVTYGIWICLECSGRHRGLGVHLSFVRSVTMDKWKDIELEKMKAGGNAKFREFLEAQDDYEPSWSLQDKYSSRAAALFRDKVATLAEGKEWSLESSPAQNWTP
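Assay system: Rat Arfgap1 GAP domain (His6, aa 1-136), purified enzyme | Buffer or medium: HEPES 25 mM pH 7.5, NaCl 150 mM, MgCl2, DTT | Schedule: GTP hydrolysis reaction 2 h at 25 °C | Signal: FP of antibody-bound GDP Alexa 633 tracer, ex 620/em 688 nm | Measure: Percent inhibition of Arfgap1-stimulated GTP hydrolysis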
ASAP1 inh – inhibitors of human ASAP1 ArfGAP activity, primary screen, biochemical, fluorescence polarization; Arf-GAP with SH3 domain, ANK repeat and PH domain-containing protein 1 (Homo sapiens), …; ASAP1-stimulated ARF1 GTP hydrolysis, GDP FP detection; inhibition, % at 16.5 µM; 360,000 compounds, 0.19% hits; AID 624377, 2012; in the data active = inhibition above about 25%;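 note: 0% = vehicle with enzyme and substrate and 100% = no enzyme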
ADAM17 inh – ADAM17 inhibitors, primary screen, biochemical, QFRET. 370,000 compounds, 0.83% hits. AID 720648, 2013. recombinant ADAM17, EDANS/DABCYL FRET peptide cleavage. inhibition, % at 6.95 µM;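 active = inhibition above the mean of compounds lying between control limits plus 3 SD, set per campaign, cut at about 8.5% in these data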;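 note: 0% = DMSO-only wells as the low control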
MBD2 inh – inhibitors of MBD2 binding to methylated DNA, primary screen, biochemical, TR-FRET, DNA-binding domain, human | Methyl-CpG-binding domain protein 2 (Homo sapiens), Q9UBB5 | MBD2 binding to methylated oligonucleotide | inhibition, % at 4.4 µM | 370,000 compounds, 0.31% hits; in the data active = inhibition above about 13%
Target sequence (Q9UBB5 whole entry, looked up, the tested form may be a part): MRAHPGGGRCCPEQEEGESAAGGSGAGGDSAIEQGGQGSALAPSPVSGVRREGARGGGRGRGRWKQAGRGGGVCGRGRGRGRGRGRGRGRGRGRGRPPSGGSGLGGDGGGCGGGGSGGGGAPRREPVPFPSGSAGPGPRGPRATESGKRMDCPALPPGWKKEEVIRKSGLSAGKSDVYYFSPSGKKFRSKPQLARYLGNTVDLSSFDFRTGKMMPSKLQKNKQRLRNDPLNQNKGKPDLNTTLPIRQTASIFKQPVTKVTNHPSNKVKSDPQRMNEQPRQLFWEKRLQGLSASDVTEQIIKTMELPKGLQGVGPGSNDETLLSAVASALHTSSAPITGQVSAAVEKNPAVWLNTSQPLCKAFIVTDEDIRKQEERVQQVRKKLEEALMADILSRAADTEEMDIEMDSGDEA
PLCg1 inh – PLC-gamma1 enzyme inhibitors, primary screen, biochemical, fluorescence, purified enzyme | inhibition, % at 12.2 µM | AID 720700, 2013 | 1-phosphatidylinositol 4,5-bisphosphate phosphodiesterase gamma-1 (Homo sapiens), P19174 | 370,000 compounds, 0.84% hits | fluorogenic substrate; in the data active = inhibition above about 9.5%
UHRF1 MBD2 ctr – UHRF1 methylated DNA binding inhibitors, primary screen, counter-screen for MBD2 inhibitor project, biochemical, TR-FRET, human UHRF1, single concentration | inhibition, % at 4.4 µM | UHRF1 binding to methylated oligo | 370,000 compounds, 0.75% hits; in the data active = inhibition above about 21%;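 note: UHRF1 SRA domain binding a hemimethylated CpG hairpin DNA probe; 0% = median of test compound wells and 100% = reference inhibitor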
Active calls of the source: *; i = inactive; . = not tested or not shown.

SMILES | Tn7 DDE FP | Tn6 DDE FP | KLK7 zymogen act | PLCb3 inh | ARFGAP1 inh | ASAP1 inh | ADAM17 inh | MBD2 inh | PLCg1 inh | UHRF1 MBD2 ctr
CC1CC(C)CN(C(=O)Cn2c(-c3nonc3N)nc3ccccc32)C1 (stereo unspecified) | 1.7 | -11.4 | 0.1 | -1.3 | 1.6 | -12.1 | -4.5 | 6.0 | 1.7 | 1.6
Cc1ccc(C)c(C(=O)OCC(=O)Nc2cccc(S(=O)(=O)NC3=NCCCCC3)c2)c1 | 0.7 | 2.9 | 0.2 | -3.9 | -5.7 | 2.6 | 2.6 | 16.6* | -0.5 | 17.8
O=C(Nc1ccc(S(=O)(=O)N2CCOCC2)cc1)c1ccco1 | 4.7 | 6.3 | 0.8 | 6.7 | -6.4 | -13.5 | -3.7 | 0.6 | -2.5 | 3.1
CCn1nc(C(=O)NNC(=O)C2CSC3(C)CCC(=O)N23)c2ccccc2c1=O (stereo unspecified) | 10.5 | 3.2 | 0.0 | -0.2 | -12.7 | 8.1 | 1.4 | -1.8 | 7.5 | -1.2
C=CCOC(=O)C1=C[C@@H](c2ccc(Br)cc2)C[C@@H](OCc2ccc(CO)cc2)O1 | -1.6 | -0.1 | 0.8 | -5.5 | -9.0 | 19.6 | 1.6 | 4.9 | -1.0 | 9.9
Cc1cc(C)c(S(=O)(=O)NCC2CCC(C(=O)NCCCN3CCOCC3)CC2)c(C)c1 (stereo unspecified) | -2.0 | 8.4 | -0.5 | -0.1 | 15.8 | 6.9 | -1.6 | 4.3 | 1.3 | 1.4
Cc1nn2c(NCCOCCO)c3c(nc2c1-c1ccccc1)CCC3 | 3.9 | 0.8 | 0.2 | -64.4 | -1.4 | 3.4 | -4.1 | -0.6 | -44.6 | 1.0
Cc1ccc(C(=O)N/C(=C/c2ccco2)C(=O)N2CCCCC2)cc1 | 9.9 | 3.4 | -0.6 | -35.2 | 1.3 | -1.6 | -4.4 | 3.3 | -15.8 | -1.7
C/C(=N/NC(=O)c1ccc(-c2ccccc2)cc1)c1cc(O)cc(O)c1 | 5.2 | -2.9 | -2.3 | -14.0 | -4.9 | 8.8 | -2.3 | -3.0 | -7.8 | -0.4
C[C@H](CO)N1C[C@H](C)[C@@H](CN(C)C)Oc2c(NS(=O)(=O)c3cccs3)cccc2C1=O | 3.7 | -9.7 | 0.0 | 0.4 | 0.8 | 2.8 | -1.0 | -6.3 | 3.3 | -0.9
COc1ccc(Cl)cc1NC(=S)NCCO | 2.6 | -7.2 | 0.1 | -9.1 | 12.8 | -6.9 | -12.1 | 0.8 | -1.4 | -0.9
O=C(NCCc1csc(-c2ccc(Cl)cc2)n1)c1ccco1 | -3.4 | -1.6 | -0.3 | -8.2 | -1.8 | -15.2 | 4.1 | 2.3 | 0.6 | 2.7
CCOC(=O)c1c(C)[nH]c(C)c1C(=O)COC(=O)c1ccc(S(=O)(=O)C(F)F)cc1 | 2.0 | 0.5 | 0.4 | -4.5 | -6.1 | -7.6 | 1.1 | -2.4 | 1.0 | -2.0
CSc1nsc(SC)c1C(=O)Nc1ccc(C)cc1 | -6.5 | -1.9 | 0.0 | -1.8 | -6.3 | 5.3 | -4.9 | -0.3 | 0.1 | 0.5
COc1ccccc1/C=N/OC(=O)c1ccc(F)cc1 | 1.5 | 0.5 | -0.6 | 1.4 | -4.0 | -3.6 | -3.5 | 5.4 | 0.3 | -1.8
COc1cc(NC(=O)c2ccnn2C)c(OC)cc1Cl | -3.1 | -8.2 | -0.1 | -1.8 | 0.5 | -0.9 | 2.2 | 0.6 | 4.6 | 3.4
C=CCN1CC(=O)N2C(c3ccccc3)c3[nH]c4ccccc4c3C[C@H]2C1=O (stereo partly specified) | -6.3 | 0.9 | 0.1 | -7.5 | -2.3 | 0.5 | -4.0 | -0.5 | -0.7 | -0.8
COc1ccc2c(=O)c(N3C(=O)c4ccccc4C3=O)coc2c1 | -4.5 | 2.4 | 4.3 | -3.6 | -1.6 | 2.8 | -1.0 | -1.9 | -1.3 | 2.3
Cc1cc(NCCOCCO)n2ncc(-c3ccc(Cl)cc3)c2n1 | 1.1 | -2.9 | -7.1 | i | 9.5 | -4.4 | -42.8 | 7.5 | i | 4.2
CC(C)CN(C(=O)COC(=O)COc1ccc2ccccc2c1)c1c(N)n(Cc2ccccc2)c(=O)[nH]c1=O | -7.4 | 8.8 | 0.3 | 1.6 | 7.0 | -3.9 | 1.7 | 0.4 | 2.2 | 1.4
CSCCC(NC(=O)c1ccccc1)C(=O)N/N=C(\C)Cc1ccccc1 (stereo unspecified) | -0.5 | -2.8 | 0.9 | -7.3 | -3.8 | -8.6 | -3.5 | -2.4 | -1.0 | -1.0
CCC/C=C1/CCCOC(C(=O)NCc2ccccn2)(C(F)(F)F)C1 (stereo unspecified) | 2.8 | -2.5 | -0.4 | -1.0 | 8.3 | -6.3 | -0.9 | -0.6 | 1.9 | 3.1
CCn1cc(C2=NOC(C(=O)Nc3cccc(C(C)=O)c3)C2)c(C)n1 (stereo unspecified) | 3.3 | 2.4 | -0.4 | 1.6 | 8.5 | 9.6 | -4.6 | -6.9 | -2.8 | 0.4
S=C(c1ccccc1)N1CCSCC1 | 6.3 | -4.1 | -0.3 | -2.7 | -10.0 | -6.5 | -4.4 | 0.6 | -7.1 | -4.1
CCc1nnc(NC(=O)/C=C/c2ccco2)s1 | -3.1 | -0.3 | 0.5 | -8.9 | -1.4 | 1.6 | -2.1 | -6.7 | -12.7 | -5.3
CC(C)Oc1cccc(NC(=O)C2(C)CCCN2C(=O)C(C)C)c1 (stereo unspecified) | 0.5 | -0.4 | -0.7 | 9.7 | -3.6 | 3.1 | 4.2 | -7.0 | 4.2 | 4.7
COc1ccccc1OCc1csc(N)n1 | 1.9 | -3.8 | -0.1 | 2.6 | -7.7 | 12.9 | -1.4 | 1.7 | -0.8 | -1.6
CCN(CC)CCCn1c(SCC(=O)Nc2cccc(F)c2)nnc1-c1ccoc1C | 1.1 | 4.2 | 0.1 | 2.8 | 0.2 | 6.1 | -1.2 | -1.0 | 2.6 | 1.4
COC(=O)N/N=C/c1cn(CCOc2ccc(OC)cc2)c2ccccc12 | 5.9 | 2.4 | 0.1 | -8.6 | 3.6 | 9.9 | -3.3 | 4.8 | -1.3 | 2.1
O=C1CN(C(=O)c2cc(Br)c(Br)s2)c2ccccc2N1 | -4.3 | -1.9 | -0.5 | 3.3 | 1.0 | 10.3 | -2.3 | -3.4 | 0.3 | -3.2

Full records, quoted from the list. Order of values: Tn7 DDE FP | Tn6 DDE FP | KLK7 zymogen act | PLCb3 inh | ARFGAP1 inh | ASAP1 inh | ADAM17 inh | MBD2 inh | PLCg1 inh | UHRF1 MBD2 ctr
CC(C)CN(C(=O)COC(=O)COc1ccc2ccccc2c1)c1c(N)n(Cc2ccccc2)c(=O)[nH]c1=O in the list: -7.4 | 8.8 | 0.3 | 1.6 | 7.0 | -3.9 | 1.7 | 0.4 | 2.2 | 1.4
Cc1ccc(C)c(C(=O)OCC(=O)Nc2cccc(S(=O)(=O)NC3=NCCCCC3)c2)c1 in the list: 0.7 | 2.9 | 0.2 | -3.9 | -5.7 | 2.6 | 2.6 | 16.6* | -0.5 | 17.8
CCn1cc(C2=NOC(C(=O)Nc3cccc(C(C)=O)c3)C2)c(C)n1 (stereo unspecified) in the list: 3.3 | 2.4 | -0.4 | 1.6 | 8.5 | 9.6 | -4.6 | -6.9 | -2.8 | 0.4

Remaining list, next part.
SMILES | Tn7 DDE FP | Tn6 DDE FP | KLK7 zymogen act | PLCb3 inh | ARFGAP1 inh | ASAP1 inh | ADAM17 inh | MBD2 inh | PLCg1 inh | UHRF1 MBD2 ctr
Cc1cccc(CCNC(=O)c2nnc(Cc3ccc(Cl)cc3)o2)c1 | 1.9 | 3.8 | -0.3 | 6.1 | -1.1 | 8.3 | 3.1 | -4.1 | 1.2 | -2.0
CCCS(=O)(=O)C/C(N)=N/OC(=O)c1ccccc1Cl | -1.4 | -9.9 | 0.3 | -8.3 | -7.2 | -9.6 | -2.5 | 4.2 | -5.8 | 1.7
NC(=O)CCCn1c(C(=O)c2cc(Cl)c(N)c(Cl)c2)c2ccc([N+](=O)[O-])cc2[n+]1[O-] | 0.1 | -7.6 | 0.2 | -10.5 | -12.8 | 2.9 | 1.6 | -4.8 | -4.7 | 7.5
O=C(COC(=O)c1cnccn1)NCCc1ccccc1 | 3.6 | -2.0 | -0.6 | 1.7 | 0.9 | -1.9 | -0.8 | -2.2 | -0.2 | 0.5
COC(=O)[C@]1(CNC(=O)C(C)(C)C)CC(=O)N(C)[C@@H]1c1ccccc1 | -11.3 | 3.5 | 0.0 | 1.7 | . | . | -3.7 | 7.1 | -3.8 | -0.5
CC(=O)Nc1ccc2nc(-c3ccc(Br)o3)[nH]c2c1 | -3.5 | -8.9 | 1.3 | -44.9 | 2.1 | -2.2 | -9.2 | -4.0 | -47.5 | -3.1
Cc1ccccc1NS(=O)(=O)c1ccc(NC(=O)CSCc2ccc(Br)cc2)cc1 | -2.6 | 1.7 | 0.2 | -5.4 | 8.0 | 3.1 | 15.3* | -2.4 | 9.1 | 3.5
COc1ccc(N(C(=O)Cn2nnc(-c3ccc(F)cc3)n2)C(C)C(=O)NC2CCCC2)cc1 (stereo unspecified) | -5.0 | -0.5 | 0.9 | -1.3 | -5.9 | 2.2 | -0.7 | -6.2 | 2.0 | -0.9
Cc1[nH]c2c(Cl)cccc2c(=O)c1CN1CCCC1 | -2.3 | 3.6 | 0.1 | -4.9 | 4.0 | 4.6 | -3.9 | -2.3 | -9.6 | -0.8
COc1ccc(C(=O)Cc2cc(OC)c(OC)cc2[N+](=O)[O-])cc1 | 0.4 | -0.9 | -1.0 | 3.7 | 8.3 | 2.2 | -0.8 | 0.7 | 2.0 | -1.3
CN(CCCN1CCOCC1)C(=O)c1cc(COc2cccc(C(F)(F)F)c2)on1 | 3.6 | -0.7 | 0.4 | -2.0 | 0.3 | 4.6 | -1.8 | -3.6 | -0.5 | -0.1
CSc1ncccc1C(=O)Nc1cccc(S(=O)(=O)N2CCCCC2)c1 | -3.9 | -0.1 | -0.2 | -2.3 | -3.5 | -1.0 | 3.7 | -4.5 | 1.8 | 0.3

High-throughput results deposited in PubChem by The Scripps Research Institute Molecular Screening Center.
